# HIF-2a inh – HIF-2a inhibition; 786-0 RCC cells HIF-2a reporter, luciferase luminescence, overnight; inhibition, % at 18.8 µM; 360,000 compounds, 0.72% hits; AID 624352;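 active means inhibition of the luminescence signal of 40% or more relative to plate controls, in a single-dose primary screen at 18.75 µM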
# CaV13 FRET inh – Primary screen for inhibitors of IQ motif and Ca2+-dependent inactivation inhibitor domain binding in CACNA1D, Förster resonance energy transfer in living cells, …; HEK cells, CFP/YFP FRET ICDI-IQ, plate reader, 10 min; percent FRET-ratio fall versus neutral wells; 340,000 compounds, 0.098% hits; inhibition, % at 12.3 µM;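 active means mean replicate inhibition of at least 30% and at least 1% of replicates passing that level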;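 further: 0% = median of the neutral control wells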
# Active calls of the source: *. This is a subset (hit frequency here may not be typical).
# Order of results – HIF-2a inh | CaV13 FRET inh
1	CCOC(=O)[C@]12CCCC=C1N(CCC1=CCCCC1)C(=O)[C@H](CC(=O)NCc1ccccc1)C2
 : 2 | -4
2	CC(C)[C@@H](NC(=O)OC(C)(C)C)c1cc(C(=O)c2c(-c3ccccc3)[nH]c3ccccc23)c(N)s1
 : 11 | -9
3	COc1ccc(C(=O)C[C@@H]2OC[C@H](Cc3ccccc3)N2S(=O)(=O)c2ccc(C)cc2)cc1OC
 : 0 | -10
4	Cc1ccc(S(=O)(=O)N2[C@H](CC(=O)c3ccc(F)cc3)OC[C@@H]2C(C)C)cc1
 : -10 | -18
5	O=C(C(=O)N1CCN(c2ccccc2)CC1)c1ccco1
 : 0 | -17
6	CC1(C(=O)NCc2ccccc2)CN(S(C)(=O)=O)CC(=O)N1CCc1ccc(O)cc1 (stereo unspecified)
 : 7 | -10
7	O=C(C[C@H]1C=C[C@@H](NC(=O)Cc2cccnc2)[C@@H](CO)O1)NCc1ccc2c(c1)OCO2
 : -2 | -7
8	CCC(C(=O)NC1CCCC1)n1c(C2CCCC2)nc2ccccc21 (stereo unspecified)
 : -5 | -20
9	O=C(O)C1=CCC(c2ccc(Cl)c(Cl)c2)N(S(=O)(=O)c2ccc(F)cc2)C1c1cccc(F)c1 (stereo unspecified)
 : 13 | -4
10	CO[C@@H]1CN(C)C(=O)c2ccc(NC(=O)C3CCCC3)cc2OC[C@@H](C)N(Cc2ccc(F)cc2)C[C@H]1C
 : 10 | -7
11	C[C@H](NC(=O)C[C@@H]1C=C[C@@H](NC(=O)CN2CCOCC2)[C@@H](CO)O1)c1ccccc1
 : -3 | -7
12	COc1cccc(Cn2c(C(C)n3c(-c4cnccn4)nc4ccccc43)nc3ccccc32)c1 (stereo unspecified)
 : 17 | -8
13	COc1ccc(C2=Nc3ccccc3N(C(=O)c3ccc(C(F)(F)F)cc3)C2C(=O)Nc2c(C)cccc2C)cc1 (stereo unspecified)
 : -40 | -9
14	CCCCNC(=O)C1C(c2ccc(OC)cc2)=Nc2ccccc2N1C(=O)c1ccc2ncccc2c1 (stereo unspecified)
 : -85 | -16
15	CC(C)c1cc(Cn2c3ccccc3c(=O)n2C(C)Cn2cc(CCCC#N)nn2)on1 (stereo unspecified)
 : 9 | -11
16	O=C(NCc1ccccc1)C1C(c2ccc3c(c2)OCO3)=Nc2ccccc2N1C(=O)c1cccc2ccccc12 (stereo unspecified)
 : -5 | -20
17	CCCCCNC(=O)C(c1ccc(-c2ccccc2)cc1)n1c(=O)c(-c2ccccc2)nc2ccccc21 (stereo unspecified)
 : -62 | -4
18	CC(C)(C)N1C(=O)c2ccccc2NC(=O)C1C(=O)NCCOc1ccccc1 (stereo unspecified)
 : 3 | -16
19	O=c1[nH]nc2c3ccccc3occ1-2
 : 0 | -4
20	O=C(NCc1ccccc1)C1C(=O)Nc2ccccc2C(=O)N1Cc1ccccc1 (stereo unspecified)
 : 4 | -10
21	COc1ccc(C(C(=O)NC(C)(C)C)n2c(-c3ccc(-c4ccccc4)cc3)nc3ccccc32)cc1 (stereo unspecified)
 : -96 | -10
22	CC(=O)CC1N(S(=O)(=O)c2ccc(C)cc2)c2ccccc2N1S(=O)(=O)c1ccc(C)cc1
 : 12 | -6
23	COC(=O)C[C@H]1C=C[C@H](NC(=O)c2ccc(F)cc2)[C@@H](CO)O1
 : 5 | -6
24	COC(=O)[C@@]12C[C@@H](CC(=O)NCc3cccc(C(F)(F)F)c3)C(=O)N(Cc3ccc4c(c3)OCO4)C1=CCC(C)(C)C2
 : -2 | -3
25	O=C(CC1CC1)N[C@@H]1CC[C@@H](CCNS(=O)(=O)c2ccc(F)cc2)O[C@@H]1CO
 : -8 | -3
26	c1ccc(N2[C@@H]3c4ccccc4C[C@H]2c2ccccc23)cc1
 : 23 | -16
27	Cc1ccc(N2CCN(C(=O)C(=O)c3ccc4c(c3)OCO4)CC2)cc1
 : -88 | -5
28	CCc1c(C2CC2)ncn1Cc1cccc(-c2ccccc2)c1
 : 2 | -11
29	COc1ccc(C2=Nc3ccccc3N(C(=O)c3cnccn3)C2C(=O)NC2CCCC2)cc1 (stereo unspecified)
 : -154 | -8
30	Cc1cccc(C)c1NC(=O)C(c1ccccc1OC(F)(F)F)N1CCN(C)CC1 (stereo unspecified)
 : -2 | -19
31	Cc1nnsc1-c1nc2ccccc2n1C(CCc1ccccc1)c1nc2ccccc2[nH]1 (stereo unspecified)
 : -7 | -8
32	COC(=O)[C@H](NC(=O)c1cc(-c2ccccc2)sc1N)C(C)C
 : -73 | -17
33	O=C(NCc1ccccc1)C(c1ccccc1)n1c(C2CC2)nc2ccccc21 (stereo unspecified)
 : -277 | -8
34	CC(C)(C)NC(=O)C1C(c2ccccc2)=Nc2ccccc2N1C(=O)c1ccc(C(F)(F)F)cc1 (stereo unspecified)
 : -58 | -9
35	COCCCNC(=O)C[C@@H]1C[C@@]2(C(=O)OC)CC(C)(C)CC=C2N(Cc2cccc3ccccc23)C1=O
 : 16 | -5
36	CSCCC(C(=O)Nc1c(C)cccc1C)n1c(COc2ccc(C)cc2)nc2ccccc21 (stereo unspecified)
 : 3 | -4
37	CC(C)(C)NC(=O)C(c1cc2ccccc2o1)n1c(=O)c(-c2cc3ccccc3[nH]2)nc2ccccc21 (stereo unspecified)
 : -31 | -11
38	Cc1ccc(S(=O)(=O)N2c3ccccc3OC(C(=O)OC(C)(C)C)(C(=O)OC(C)(C)C)C2CC(=O)c2ccccc2)cc1 (stereo unspecified)
 : -6 | -10
39	CC(C)NC(=O)C1(C)CN(S(C)(=O)=O)CC(=O)N1Cc1ccc2c(c1)OCO2 (stereo unspecified)
 : 8 | -6
40	C#CCNC(=O)C[C@@H]1C[C@@]2(C(=O)OCC)CCCC=C2N(CCC2=CCCCC2)C1=O
 : 2 | -3
41	Cc1ccc(S(=O)(=O)C[C@@H]2OC[C@H](Cc3ccccc3)N2S(=O)(=O)c2ccc(C)cc2)cc1
 : -3 | -9
42	CC(C)CCN1C(=O)CSCC1(C)C(=O)NC(C)C (stereo unspecified)
 : 1 | -16
43	O=C(C(=O)N1CCC(Cc2ccccc2)CC1)c1ccccc1Br
 : 1 | -6
44	COC(=O)C[C@H]1C=C[C@H](NC(=O)c2cccc(F)c2)[C@@H](CO)O1
 : -8 | -5
45	CC(=O)N1CCC(C(=O)N2c3ccccc3N=C(c3ccc(C(F)(F)F)cc3)C2C(=O)NC(C)(C)C)CC1 (stereo unspecified)
 : -6 | -9
46	O=C1Nc2ccccc2-n2nnnc2C1N1CCN(CCN2CCOCC2)CC1 (stereo unspecified)
 : 12 | -15
47	CC(C)(C)NC(=O)C(CCc1ccccc1)n1c(=O)c(-c2cc3ccccc3[nH]2)nc2ccccc21 (stereo unspecified)
 : 8 | -8
48	CCCCNC(=O)C(NC(=O)Cc1cc(OC)cc(OC)c1)C(=O)c1ccccc1 (stereo unspecified)
 : 3 | -17
49	CCCc1c(-c2cccc(Cl)c2)ncn1Cc1cccc(-c2ccccc2)c1
 : -16 | -6
50	O=C(Nc1ccc(F)cc1)C(CCc1ccccc1)N1CCN(CC(=O)N2CCCC2)CC1 (stereo unspecified)
 : 0 | -8

# (next part)
# Order of results – HIF-2a inh | CaV13 FRET inh
51	O=C(N[C@@H]1CC[C@@H](CCNS(=O)(=O)c2ccc(Cl)cc2)O[C@@H]1CO)c1cccnc1
 : 5 | -7
52	CCC(C)CN1C(=O)CSCC1(C)C(=O)NCc1ccccc1 (stereo unspecified)
 : 4 | -9
53	CCCNC(=O)C[C@@H]1CC[C@@H]2[C@H](COC[C@H](O)CN2C(=O)c2cc(Cl)cc(Cl)c2)O1
 : 1 | -4
54	O=C(C[C@H]1CC[C@H]2[C@@H](COC[C@@H](O)CN2S(=O)(=O)c2ccccc2)O1)N[C@@H]1CCN(Cc2ccccc2)C1
 : 1 | -4
55	Cc1ccc2ccc(C(Nc3ccccc3)c3ccccc3)c(O)c2n1 (stereo unspecified)
 : -66 | -6
56	Cc1cccc(C)c1NC(=O)C(c1ccnc2ccccc12)N1CCN(C)CC1 (stereo unspecified)
 : -12 | -17
57	O=c1c(-c2cccnc2)nc2ccccc2n1C(c1ccccn1)c1nc2ccccc2[nH]1 (stereo unspecified)
 : -32 | -7
58	O=C1c2c(-c3ccc(Br)cc3)noc2CCN1Cc1cn(Cc2ccccc2)nn1
 : -1 | -15
59	O=C(NCc1ccccc1)C(c1ccncc1)n1c(=O)c(-c2ccco2)nc2ccccc21 (stereo unspecified)
 : -21 | -11
60	COc1ccccc1C(CC(=O)c1ccccc1)C(=O)c1ccccc1 (stereo unspecified)
 : -75 | -9

# At a glance, part of the list above:
# Order of results – HIF-2a inh | CaV13 FRET inh
45	CC(=O)N1CCC(C(=O)N2c3ccccc3N=C(c3ccc(C(F)(F)F)cc3)C2C(=O)NC(C)(C)C)CC1 (stereo unspecified)
 : -6 | -9
46	O=C1Nc2ccccc2-n2nnnc2C1N1CCN(CCN2CCOCC2)CC1 (stereo unspecified)
 : 12 | -15
47	CC(C)(C)NC(=O)C(CCc1ccccc1)n1c(=O)c(-c2cc3ccccc3[nH]2)nc2ccccc21 (stereo unspecified)
 : 8 | -8
48	CCCCNC(=O)C(NC(=O)Cc1cc(OC)cc(OC)c1)C(=O)c1ccccc1 (stereo unspecified)
 : 3 | -17
49	CCCc1c(-c2cccc(Cl)c2)ncn1Cc1cccc(-c2ccccc2)c1
 : -16 | -6
50	O=C(Nc1ccc(F)cc1)C(CCc1ccccc1)N1CCN(CC(=O)N2CCCC2)CC1 (stereo unspecified)
 : 0 | -8
51	O=C(N[C@@H]1CC[C@@H](CCNS(=O)(=O)c2ccc(Cl)cc2)O[C@@H]1CO)c1cccnc1
 : 5 | -7
52	CCC(C)CN1C(=O)CSCC1(C)C(=O)NCc1ccccc1 (stereo unspecified)
 : 4 | -9
53	CCCNC(=O)C[C@@H]1CC[C@@H]2[C@H](COC[C@H](O)CN2C(=O)c2cc(Cl)cc(Cl)c2)O1
 : 1 | -4
54	O=C(C[C@H]1CC[C@H]2[C@@H](COC[C@@H](O)CN2S(=O)(=O)c2ccccc2)O1)N[C@@H]1CCN(Cc2ccccc2)C1
 : 1 | -4
55	Cc1ccc2ccc(C(Nc3ccccc3)c3ccccc3)c(O)c2n1 (stereo unspecified)
 : -66 | -6
56	Cc1cccc(C)c1NC(=O)C(c1ccnc2ccccc12)N1CCN(C)CC1 (stereo unspecified)
 : -12 | -17
57	O=c1c(-c2cccnc2)nc2ccccc2n1C(c1ccccn1)c1nc2ccccc2[nH]1 (stereo unspecified)
 : -32 | -7
58	O=C1c2c(-c3ccc(Br)cc3)noc2CCN1Cc1cn(Cc2ccccc2)nn1
 : -1 | -15
59	O=C(NCc1ccccc1)C(c1ccncc1)n1c(=O)c(-c2ccco2)nc2ccccc21 (stereo unspecified)
 : -21 | -11
60	COc1ccccc1C(CC(=O)c1ccccc1)C(=O)c1ccccc1 (stereo unspecified)
 : -75 | -9

# Carrying on:
# Order of results – HIF-2a inh | CaV13 FRET inh
61	CCOC(=O)/C=C/c1cc(F)ccc1O
 : 3 | -10
62	COc1ccc(N2CCN(C(=O)C(=O)c3cc(OC)c(OC)c(OC)c3)CC2)cc1
 : 8 | -7
63	COc1ccc(NC(=O)C(c2ccccc2)n2c(=O)c(-c3ccco3)nc3ccccc32)cc1 (stereo unspecified)
 : -8 | -9
64	Cc1cccc(C)c1NC(=O)C1(C)CN(S(C)(=O)=O)CC(=O)N1C1CC1 (stereo unspecified)
 : 4 | -10
65	O=C(NCc1ccccc1)C(c1ccc(C(F)(F)F)cc1)n1c(=O)c(-c2ccco2)nc2ccccc21 (stereo unspecified)
 : -4 | -8
66	O=C(NCc1cccs1)C1C(=O)Nc2ccccc2C(=O)N1C1CCCC1 (stereo unspecified)
 : 14 | -16
67	Cc1ccccc1CN1C(=O)CSCC1(C)C(=O)NCc1ccccc1 (stereo unspecified)
 : 15 | -9
68	O=C(Nc1ccc2c(c1)OCCO2)C(c1ccnc2ccccc12)n1c(=O)c(-c2ccco2)nc2ccccc21 (stereo unspecified)
 : -101 | -9

# One compound at a time, from the list above. Values in the order: HIF-2a inh | CaV13 FRET inh
# Shown for Cc1cccc(C)c1NC(=O)C1(C)CN(S(C)(=O)=O)CC(=O)N1C1CC1 (stereo unspecified) = 4 | -10
# Shown for COc1ccc(NC(=O)C(c2ccccc2)n2c(=O)c(-c3ccco3)nc3ccccc32)cc1 (stereo unspecified) = -8 | -9

# Bioassay records deposited in PubChem by several laboratories.
